Source: PubChem BioAssay (several laboratories)
Yp Topo-I inh: Y. pestis Topo-I inhibition via cleavage products; Y. pestis Topo-I cleavage product accumulation, plate reader; activity, % at 10 µM; 0.064% of 360,000 active; in the data active means activity above about 50%, passing the limit was not always enough; further: inactives centre near 2
Rv3671c inh: inhibitors of M. tuberculosis serine protease Rv3671c | P9WHR9 | inhibition, % at 5.96 µM | 0.048% of 320,000 active | AID 2606; in the data active means inhibition above about 38%;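 further: extracellular domain of Rv3671c used as enzyme; 0% = enzyme with DMSO and 100% = no enzyme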
Target sequence (P9WHR9 whole entry, looked up, the tested form may be a part): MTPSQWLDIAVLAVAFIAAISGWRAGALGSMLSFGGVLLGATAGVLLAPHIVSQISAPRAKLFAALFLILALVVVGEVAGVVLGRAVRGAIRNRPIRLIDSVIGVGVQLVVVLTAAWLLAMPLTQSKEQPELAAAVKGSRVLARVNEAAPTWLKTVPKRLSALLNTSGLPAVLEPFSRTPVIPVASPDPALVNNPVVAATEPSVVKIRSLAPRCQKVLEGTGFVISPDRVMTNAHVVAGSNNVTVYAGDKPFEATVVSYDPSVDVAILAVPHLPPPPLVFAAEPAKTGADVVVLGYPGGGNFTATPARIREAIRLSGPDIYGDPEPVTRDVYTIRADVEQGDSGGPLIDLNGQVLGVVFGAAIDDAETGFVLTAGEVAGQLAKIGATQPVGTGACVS
SSB-PriA inh: K. pneumoniae PriA-SSBct interaction inhibition. inhibition, % at 33 µM. AID 1272365. AlphaScreen SSBct-PriA binding, biotinylated peptide. 0.6% of 430,000 active; in the data active means inhibition mostly above about 37%, no sharp cut-off; inactive means mostly below about 20%;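 further: plate controls were negative control peptide for no effect and reference peptide for full effect; strong numbers were not always called active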
3CLpro inhibitor: SARS-CoV 3CLpro protease inhibition. 0.14% of 290,000 active. AID 1706. recombinant SARS-CoV 3CLpro, quenched FRET peptide cleavage. inhibition, % at 6 µM. P0C6X7; in the data active means inhibition above about 12%
CCHFV vOTU inh: blocks the CCHF virus ovarian tumor domain protease. CCHFV vOTU protease, Pep-AMC fluorescence. 0.55% of 370,000 active. AID 651958. inhibition, % at 11.5 µM; in the data active means inhibition above about 30%; further: 0% = vehicle wells with enzyme and 100% = no enzyme wells
Vc quorum ag: inducers of Vibrio cholerae quorum light production without autoinducers | V. cholerae BH1578 lux reporter, luminescence, 6 h | activation, % at 18.7 µM | 0.16% of 350,000 active; in the data active means activation mostly above about 9.7%, no sharp cut-off; further: not every result past the cut was called active; inactives centre near 0; reference of the scale not given here
MazEF act: activators of E. coli MazEF toxin-antitoxin RNase | 0.32% of 350,000 active | P0AE70 | activation, % at 20 µM | FAM/BHQ RNA-DNA oligo cleavage fluorescence, 5 h; in the data active means activation above about 50%
Target sequence (P0AE70 whole entry, looked up): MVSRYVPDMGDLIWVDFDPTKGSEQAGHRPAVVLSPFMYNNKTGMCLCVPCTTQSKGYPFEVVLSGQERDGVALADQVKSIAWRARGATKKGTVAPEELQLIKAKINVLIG
VHR inh abs: inhibitors of human VHR1 phosphatase (DUSP3); recombinant VHR phosphatase, pNPP absorbance; inhibition, % at 13.3 µM; 0.52% of 290,000 active; AID 1654; in the data active means inhibition above about 50%; further: some compounds called inactive have numbers as strong as hits
Target sequence (P51452 whole entry, looked up): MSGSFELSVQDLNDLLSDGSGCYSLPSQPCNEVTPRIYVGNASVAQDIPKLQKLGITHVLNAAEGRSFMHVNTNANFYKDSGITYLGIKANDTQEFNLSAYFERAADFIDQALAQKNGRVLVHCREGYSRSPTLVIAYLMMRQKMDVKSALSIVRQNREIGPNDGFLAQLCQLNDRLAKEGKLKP
PrPC surface inh: cell surface PrPC inhibition, primary TR-FRET screen; TR-FRET read-out; inhibition, % at 13.8 µM; 0.43% of 370,000 active; in the data active means inhibition above about 24%; further: 0% = median of the test wells and 100% = reference compound wells
TcdB inh: TcdB glycohydrolase inhibition; P18177; TcdB glycohydrolase enzymatic assay, plate reader; inhibition, % at 9.99 µM; 0.24% of 350,000 active; AID 652162; in the data active means inhibition above about 10%
* = called active by the depositor; i = inactive; nt = no result given; & = joins results of further samples. The list is partial (hit frequency here may not be typical).

1	Cc1ccc2c(c1)C(=NC1CCCCC1)c1cc3ccccc3nc1-2
2	Cc1cc(C)c(NC(=O)C2CCN(S(C)(=O)=O)CC2)c(C)c1
3	O=C(NCC1CCCO1)c1ccc2[nH]c3c(c2c1)CCCC3 (configuration not stated)
4	C=C1CCC(C)C(C)(CCC2=CCOC2=O)C/C=C\C=C/1C(=O)O (configuration not stated)
5	N#CC1=C(N)OC2=C(C(=O)CCC2)[C@]12C(=O)N(CC(N)=O)c1ccccc12
6	CC1(C)C(=O)NCCN1C(=O)CC1C(=O)NCCN1CC(c1ccccc1)c1ccccc1 (configuration not stated)
7	CCCN(CC1CCCO1)C(=O)c1cc(COc2cccc(OC)c2)on1 (configuration not stated)
8	CN(C)/C=C/C(=O)c1ccc(-n2cccc2)cc1
assay / entry | 1 | 2 | 3 | 4 | 5 | 6 | 7 | 8
Yp Topo-I inh | -7 | 1 | 7 | 11 | 3 | 6 | 20 | -7
Rv3671c inh | -27 | nt | nt | -2 | -1 | -5 | 5 | -6
SSB-PriA inh | -4 | nt | 2 | nt | -4 | -1 | -21 | 2
3CLpro inhibitor | 5 | nt | nt | nt | 0 | -1 | -4 | 1
CCHFV vOTU inh | -1 | -2 | -10 | -2 | 5 | -4 | 10 | 7
Vc quorum ag | -0.3 | i | -0.3 | -0.7 | i | -0.9 | nt | -0.6
MazEF act | 5 | 7 | 8 | 13 | 11 | -3 | 2 | 7
VHR inh abs | 2 | nt | nt | 26 | 10 | 4 | 0 | 20
PrPC surface inh | 1 | 7 | 1 | -2 | -1 | 7 | 2 | -7
TcdB inh | 1.2 | 0.7 | 1.7 | -1.4 | nt | 0.4 | 0.6 | 0.5

9	NC(=O)C1CCCN(C(=O)Nc2cccc3ccccc23)C1 (configuration not stated)
10	CCOC(=O)N1CCN(C(=O)CSCc2ccc(C)cc2)CC1
11	CCn1c(SCC(=O)Nc2ccc3[nH]c(=O)[nH]c3c2)nc2ccccc21
12	O=C(/C=C/c1ccc(Cl)cc1)NCCCN1CCOCC1
13	CCC(=O)Nc1ccc(NC(=S)Nc2ccccc2)cc1
14	COc1ccc(-c2cc3nc[nH]c(=O)c3s2)cc1
15	CCn1c(O)c(C#N)c(C)cc1=O
16	Cc1ccsc1/C=N/NC(=O)c1sccc1C
assay / entry | 9 | 10 | 11 | 12 | 13 | 14 | 15 | 16
Yp Topo-I inh | -6 | -4 | -3 | 8 | -4 | 2 | -6 | -4
Rv3671c inh | -1 | -2 | 6 | 2 | -17 | -4 | -11 | -1
SSB-PriA inh | -2 | -17 | 12 | -6 | -6 | -20 | 2 | nt
3CLpro inhibitor | 4 | 4 | nt | -2 | 1 | 2 | -2 | 3
CCHFV vOTU inh | -6 | 9 | -5 | 6 | 3 | -128 | -1 | 3
Vc quorum ag | -1.1 | i | -1.9 | i | -0.2 | i | i | i
MazEF act | -11 | -4 | -10 | 7 | -2 | 9 | -65 | 7
VHR inh abs | 1 | 42 | nt | 8 | -1 | -18 | 10 | 10
PrPC surface inh | 6 | 7 | -7 | 0 | 4 | -5 | -3 | -4
TcdB inh | nt | nt | 1.2 | -1.0 | -0.4 | nt | 0.1 | nt

17	COc1ccc(/C=N/NC(=O)CCN2CCCCC2c2cccnc2)cc1Cn1cc([N+](=O)[O-])cn1 (configuration not stated)
18	COc1cccc2c1cc([N+](=O)[O-])c1c(C(=O)O)cc3c(c12)OCO3
19	O=C(COC(=O)/C=C/c1ccco1)NCc1ccco1
20	COC(=O)c1c(C)[nH]c(C(=O)C(C)OC(=O)c2cc(C)oc2C)c1C (configuration not stated)
21	CCn1c(C)nc2cc(S(=O)(=O)C(F)(F)C(F)C(F)(F)F)ccc21 (configuration not stated)
22	COc1c2c(cc3oc(C)cc(=O)c13)OC(C(C)(C)OC1OC(CO)C(O)C(O)C1O)C2 (configuration not stated)
23	CCOc1ccc(NC(=O)c2ccc(CSc3nnnn3C)cc2)cc1
24	COc1ccc(/C=N/NC(=O)c2[nH]c3ccc(Br)cc3c2-c2ccccc2)cc1
assay / entry | 17 | 18 | 19 | 20 | 21 | 22 | 23 | 24
Yp Topo-I inh | 11 | -7 | 6 | 3 | -5 | 18 | 3 | 14
Rv3671c inh | 1 | nt | 3 | -7 | -9 | 3 | 6 | -46
SSB-PriA inh | i | -1 | -2 | -3 | -18 | -14 | -15 | i
3CLpro inhibitor | 2 | nt | 4 | nt | 7 | -5 | 1 | 1
CCHFV vOTU inh | 5 | -8 | -3 | 23 | nt | -9 | -19 | -11
Vc quorum ag | i | -0.4 | -0.9 | i | -0.5 | -1.5 | i | i
MazEF act | -2 | 0 | -2 | -4 | -1 | -3 | -7 | 2
VHR inh abs | 25 | nt | -1 | nt | 0 | 28 | -4 | -4
PrPC surface inh | -4 | 3 | 6 | 13 | nt | -4 | 2 | 7
TcdB inh | 0.5 | -0.4 | 1.0 | 1.0 | -0.3 | 2.0 | nt | nt

Single records, as listed above.
`CCOc1ccc(NC(=O)c2ccc(CSc3nnnn3C)cc2)cc1` as listed: Yp Topo-I inh = 3; Rv3671c inh = 6; SSB-PriA inh = -15; 3CLpro inhibitor = 1; CCHFV vOTU inh = -19; Vc quorum ag = i; MazEF act = -7; VHR inh abs = -4; PrPC surface inh = 2; TcdB inh = nt
`COC(=O)c1c(C)[nH]c(C(=O)C(C)OC(=O)c2cc(C)oc2C)c1C` (configuration not stated) as listed: Yp Topo-I inh = 3; Rv3671c inh = -7; SSB-PriA inh = -3; 3CLpro inhibitor = nt; CCHFV vOTU inh = 23; Vc quorum ag = i; MazEF act = -4; VHR inh abs = nt; PrPC surface inh = 13; TcdB inh = 1.0

The results go on.
25	Cc1nnc(SCC(=O)NC(=O)Nc2ccc3c(c2)OCCO3)n1N
26	NC(=S)N/N=C/c1coc2cc(Br)ccc2c1=O
27	COc1cccc(CN2CCNC(=O)C2CC(=O)N2CCOc3ccccc3C2)c1OC (configuration not stated)
28	O=C(CC(c1ccccc1)c1cc(Cl)ccc1O)NCCN1CCOCC1 (configuration not stated)
29	Cc1ccc(C(=O)OCC(=O)Nc2cc(C(C)(C)C)no2)c(C)c1
30	Cn1c(N/N=C/c2c[nH]c3ccccc23)nc2ccccc21
31	Cn1c(=O)[nH]c(=O)c2c1nc(N1CCOCC1)n2CC(O)COc1ccccc1 (configuration not stated)
32	Cc1[nH]c2ccccc2c1/C=N/NC(=O)c1cc(-c2ccncc2)nc2ccccc12
assay / entry | 25 | 26 | 27 | 28 | 29 | 30 | 31 | 32
Yp Topo-I inh | 4 | 7 | 7 | 6 | 0 | -26 | 2 | -8
Rv3671c inh | -13 | 27 | 5 | -7 | -10 | 13 | -7 | -1
SSB-PriA inh | -1 | nt | -11 | -1 | -15 | nt | -3 | nt
3CLpro inhibitor | 1 | 1 | 2 | -3 | nt | -5 | 6 | -5
CCHFV vOTU inh | 5 | 9 | -10 | 3 | 18 | 16 | -2 | -3
Vc quorum ag | -0.5 | -0.3 | -0.3 | i | i | -0.3 | -0.5 | -0.7
MazEF act | 3 | -38 | 6 | 6 | 8 | 6 | 2 | 4
VHR inh abs | 45 | -11 | 15 | 24 | nt | 20 | -10 | 23
PrPC surface inh | -6 | -7 | -3 | 1 | 1 | 9 | 7 | 3
TcdB inh | 1.6 | 1.4 | 0.7 | 0.5 | -0.4 | nt | nt | 0.7

Some entries already given, showing only Yp Topo-I inh and MazEF act.
entry | mol | Yp Topo-I inh | MazEF act
25 | Cc1nnc(SCC(=O)NC(=O)Nc2ccc3c(c2)OCCO3)n1N | 4 | 3
26 | NC(=S)N/N=C/c1coc2cc(Br)ccc2c1=O | 7 | -38
27 | COc1cccc(CN2CCNC(=O)C2CC(=O)N2CCOc3ccccc3C2)c1OC (configuration not stated) | 7 | 6

Additional results follow:
33	CC1CCN(C(=O)c2cc3ccccc3o2)CC1
34	O=C(CCN1C(=O)c2cccc3cccc(c23)C1=O)NCc1ccco1
35	COc1cccc(OCc2cc(C(=O)N(C)CCC3CCCCO3)no2)c1 (configuration not stated)
36	O=Cc1ccc([B-](F)(F)F)s1
37	Cc1cccc(OCCCn2c(CCNC(=O)C(C)C)nc3ccccc32)c1
38	COCCNC(=O)CCc1nc2cccnc2n1Cc1ccc(OC)cc1
39	CCCC#Cc1ccc2c(c1)O[C@H](CN(C)S(=O)(=O)c1cccc(OC)c1)[C@H](C)CN([C@H](C)CO)S2(=O)=O
40	CCOc1ccc(NC(=O)CN(C)C(=O)Cc2c(C)nc3ccccc3c2C)cc1OCC
assay / entry | 33 | 34 | 35 | 36 | 37 | 38 | 39 | 40
Yp Topo-I inh | 15 | 2 | 13 | -1 | 39 | 9 | -2 | 16
Rv3671c inh | -10 | 5 | -16 | nt | 2 | nt | nt | 0
SSB-PriA inh | 1 | 1&-6 | -13 | -2 | -20&-14 | 6 | nt | 0
3CLpro inhibitor | -1 | 1 | 0 | nt | 0 | -2 | nt | 1
CCHFV vOTU inh | 8 | 5 | 3 | 1 | -8 | -7 | 9 | -3
Vc quorum ag | i | i | -0.4 | 0.6 | i | i | -0.3 | i
MazEF act | 5 | -16 | -1 | 6 | 6 | 8 | 6 | 1
VHR inh abs | 0 | 1 | -4 | nt | 18 | -2 | nt | 6
PrPC surface inh | -2 | -30 | 6 | -3 | 1 | 3 | -6 | 7
TcdB inh | nt | 0.0 | -1.7 | 0.3 | nt | 1.5 | 0.0&-0.4&-0.4 | 1.4

41	CN(C)/C=C1\C(=O)N(c2ccc(Oc3ccccc3)cc2)CS1=O (configuration not stated)
42	CCN(CC)C(CNC(=O)c1cc(=O)[nH]c2ccccc12)c1ccccc1Cl (configuration not stated)
43	O=C(N/N=C/c1cccs1)c1ccc2c(c1)OCO2
44	COc1ccc(CCNC2=C(Cl)C(=O)N(Cc3ccccc3)C2=O)cc1OC
45	Cc1ccc(CN2CCCC(C(=O)c3sccc3C)C2)o1 (configuration not stated)
46	O=C(NCC(c1ccco1)N1CCc2ccccc2C1)c1ccccc1Cl (configuration not stated)
47	CCOc1c(O)ccc(/C=C2\SC(=S)NC2=O)c1[N+](=O)[O-]
48	CCOc1ccc(N2C(=O)CN=C2Nc2ccccc2Cl)cc1
assay / entry | 41 | 42 | 43 | 44 | 45 | 46 | 47 | 48
Yp Topo-I inh | 7 | -7 | -5 | 16 | 4 | 16 | -2 | -8
Rv3671c inh | -7 | 11 | -1 | -4 | 3 | 1 | -21 | 4
SSB-PriA inh | -17 | -4 | nt | -39 | -7 | -1 | 10 | -13
3CLpro inhibitor | 2 | 1 | 3 | 6 | -1 | nt | -1 | -6
CCHFV vOTU inh | 4 | 10 | -4 | -2 | 0 | -5 | 24 | 16
Vc quorum ag | i | -0.3 | -0.2 | i | i | -5.0 | -0.2 | -0.1
MazEF act | 7 | 5 | -3 | 8 | 2 | -4 | -3 | 2
VHR inh abs | 24 | -4 | 21 | 12 | 5 | nt | 29 | 27
PrPC surface inh | -2 | 5 | 2 | 7 | 0 | -3 | -13 | 4
TcdB inh | nt | 0.9 | nt | 0.6 | 0.2 | 1.0 | 2.3 | nt

49	COCCCNc1oc(COc2ccc(Cl)cc2Cl)nc1C#N
50	Nc1c(Br)cc(Br)c2c1-c1ccc([N+](=O)[O-])cc1C2
51	CCCCN(Cc1ccccc1)C(=O)C1CCCN(S(=O)(=O)c2cnc[nH]2)C1 (configuration not stated)
52	Cc1nc(Nc2ccc(F)cc2)[nH]c(=O)c1CCC(C)C
53	O=S(=O)(NCC1CCCO1)c1cc(Br)c(Br)s1 (configuration not stated)
54	Fc1cccc(Cc2noc(CN3CCN(C4CCc5ccccc5C4)CC3)n2)c1 (configuration not stated)
assay / entry | 49 | 50 | 51 | 52 | 53 | 54
Yp Topo-I inh | 17 | -6 | 3 | -3 | 2 | -1
Rv3671c inh | -4 | nt | -5 | 0 | -11 | -5
SSB-PriA inh | -3 | nt | 6 | -8 | -13 | -9
3CLpro inhibitor | 0 | nt | 2 | 4 | 2 | -3
CCHFV vOTU inh | 4 | 28 | -9 | -10 | 7 | -9
Vc quorum ag | -5.0 | -1.2 | -0.3 | -3.7 | -0.6 | i
MazEF act | 6 | -14 | 10 | 4 | -6 | -6
VHR inh abs | 23 | nt | 8 | 4 | 5 | 21
PrPC surface inh | 2 | 0 | 12 | -4 | -8 | -4
TcdB inh | nt | -4.8 | 0.6 | nt | nt | nt
